Tau ThT inhib – inhibitors of human tau fibril formation, thioflavin T binding; recombinant tau K18 P301L, heparin-induced fibrillization, ThT fluorescence; Potency, µM (doses to about 57.4 µM), without a hit: at the top dose activity, negative = inhibition, hits mostly inhibitors; actives 2.1% (n = 270,000); AID 1460; note: nearly all actives have a fitted effect of over 55% in size
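Recombinant human tau K18 fragment […] carrying P301L, 15 uM unlabeled plus 0.24 uM Alexa 594-labeled, was fibrillized with 20 uM heparin in 100 mM sodium acetate pH 7 for 6 hr at 37 C; 30 uM ThT fluorescence read after 1 hr.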
TexasRed fluor – Texas Red fluorescence interference in TRb-SRC2 counter-screen; TRb/SRC2 Texas Red total fluorescence interference; Potency, µM (doses to about 106 µM), without a hit: top-dose fluorescence change, negative = quenching; actives 0.29% (n = 280,000); AID 1479; active = well fitted curve in either direction with a large enough effect; inconclusive = small, poorly fitted or top-dose-only effect
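Human TRβ ligand-binding domain (0.6 uM) and Texas Red SRC2 peptide (20 nM) in Tris buffer with 1 uM T3 and 5% DMSO were incubated with pinned compound for 5 hr at ambient temperature. Total fluorescence was computed as S + 2P (555/632 nm).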
GLA spleen mod – inhibits or activates alpha-galactosidase in human spleen homogenate | P06280 | human spleen homogenate, 4MU-alpha-Gal fluorescence, 40 min | Potency, µM (series often up to 80 µM), inactives show at the top dose activity change, negative = inhibition, hits mostly inhibitors | actives 0.008% (n = 240,000) | AID 2107;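 note: 0% = enzyme with vehicle and -100% = no enzyme basal signal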
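Fluorogenic readout (Ex 365/Em 440 nm) of 4-methylumbelliferone released from 1 mM 4-MU-alpha-galactoside by spleen homogenate, 40 min at 37C, pH 5.0. Data normalized to no-enzyme and enzyme controls; Hill-equation AC50 from compound titrations.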
Tau fluor cs – counter-screen for tau fibril formation inhibitors; tau K18 P301L (four-repeat tau fragment) Alexa594 fluorescence, heparin fibrillization; Potency, µM (highest dose often 57.7 µM), inactives show at the top dose activity change, negative = decrease; actives 0.93% (n = 280,000); AID 1463; note: nearly all actives have a fitted effect of over 55% in size
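Human K18 P301L tau (15 uM unlabeled plus 0.24 uM Alexa 594-labeled, final) in 100 mM sodium acetate pH 7 was mixed with compound and 20 uM heparin and incubated 6 hr at 37 C.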
Tau FP inhib – blocks human tau fibril formation measured by polarization. actives 0.39% (n = 280,000). Potency, µM (top dose mostly 57.7 µM), for inactives: at the top dose activity, negative = inhibition, usual class: inhibitors. K18 P301L tau heparin fibrillization, Alexa594 FP, 6 h. AID 1468; note: nearly all actives have a fitted effect of over 55% in size
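Human tau K18 […] P301L fragment, 15 uM unlabeled plus 0.24 uM Alexa 594-labeled tau (final), with compound and 20 uM heparin in 100 mM sodium acetate pH 7; 6 hr at 37 C, then Alexa 594 FP read.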
TRb-SRC2 inh – disrupts binding of human TR beta to SRC2 | P10828 | TRbeta-SRC2 peptide binding, fluorescence polarization; receptor liganded with 1 µM T3 | Potency, µM (series often up to 106 µM), without a hit: at the top dose activity change, negative = inhibition, most hits filed as inhibitors | actives 0.065% (n = 280,000) | AID 1469;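 note: plate controls were bound peptide for no effect and peptide without receptor for full effect; nearly all actives have a fitted effect of over 50% in size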
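Read-out is fluorescence polarization (555 nm excitation, 632 nm emission) of a Texas Red SRC2 coactivator peptide; loss of signal reflects blocked binding to human TRb ligand-binding domain in the presence of 1 uM T3.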
ALDH1A1 inh – ALDH1A1 (human) enzyme inhibition; AID 1030; Potency, µM (highest dose often 75.3 µM), for inactives: at the highest dose activity, negative = inhibition, hits mostly inhibitors; actives 7.3% (n = 220,000); P00352; Purified ALDH1A1, NADH fluorescence, propionaldehyde substrate; active = well fitted inhibition curve with a large enough effect, not every such curve was filed as active; inconclusive = small, poorly fitted or top-dose-only effect, or another doubt; inactive = no such curve, though single readings can be large or run the other way;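 note: plate controls were no enzyme wells and a reference inhibitor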
L3MBTL1 block – L3MBTL1 (human) inhibition; AID 485360; Q9Y468; Potency, µM (doses to about 57.1 µM), inactives show top-dose activity, negative = inhibition, usual class: inhibitors; actives 0.66% (n = 230,000); AlphaScreen L3MBTL1–H3K9me1 peptide binding; note: nearly all actives have a fitted effect of over 60% in size
Target sequence (Q9Y468 whole entry, looked up): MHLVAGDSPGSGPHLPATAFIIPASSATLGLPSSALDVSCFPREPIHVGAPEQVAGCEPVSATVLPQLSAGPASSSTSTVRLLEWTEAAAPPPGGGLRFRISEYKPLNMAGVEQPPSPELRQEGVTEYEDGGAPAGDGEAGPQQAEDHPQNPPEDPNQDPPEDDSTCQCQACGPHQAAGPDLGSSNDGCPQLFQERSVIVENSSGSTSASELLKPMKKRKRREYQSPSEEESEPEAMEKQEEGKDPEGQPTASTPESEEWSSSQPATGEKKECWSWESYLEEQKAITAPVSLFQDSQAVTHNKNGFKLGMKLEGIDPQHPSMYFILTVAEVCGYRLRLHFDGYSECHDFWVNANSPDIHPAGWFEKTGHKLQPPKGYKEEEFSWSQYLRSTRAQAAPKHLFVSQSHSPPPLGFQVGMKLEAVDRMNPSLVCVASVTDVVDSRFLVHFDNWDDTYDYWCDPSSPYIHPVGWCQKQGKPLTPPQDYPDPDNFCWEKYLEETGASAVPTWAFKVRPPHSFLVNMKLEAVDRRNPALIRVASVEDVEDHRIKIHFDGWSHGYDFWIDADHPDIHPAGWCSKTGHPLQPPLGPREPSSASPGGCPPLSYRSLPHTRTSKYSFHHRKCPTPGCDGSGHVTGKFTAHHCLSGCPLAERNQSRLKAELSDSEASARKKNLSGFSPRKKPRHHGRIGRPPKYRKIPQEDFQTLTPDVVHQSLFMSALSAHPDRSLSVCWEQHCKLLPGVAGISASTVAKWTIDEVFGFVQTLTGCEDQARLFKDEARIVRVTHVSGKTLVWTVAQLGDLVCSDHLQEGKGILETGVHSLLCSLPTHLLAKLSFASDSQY
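L3MBTL1 (50 nM) pre-complexed 30 min with biotinylated H3(1-15)K9me1 peptide (75 nM), then compounds added for 30 min at room temperature; AlphaScreen streptavidin donor/nickel chelate acceptor beads (10 ug/mL final) read after 30 min dark incubation.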
An asterisk follows results filed as active; ? = inconclusive; / = no result given. Unless noted, calls come from the whole dose curve; as a rule, active = well fitted curve in the direction sought with a large enough effect; inconclusive = small, poorly fitted or top-dose-only effect, or another doubt; inactive = no such curve, though single readings can be large; an effect the other way counts as inactive or inconclusive. Unless noted, % is set by controls: 0 for no effect and ±100 for the full control effect; potency is the fitted concentration of half-maximal effect.

Every second line gives: TRb-SRC2 inh | Tau ThT inhib | GLA spleen mod | TexasRed fluor | ALDH1A1 inh | Tau fluor cs | L3MBTL1 block | Tau FP inhib
1	COc1ccc(OCc2cn3c(C)cc(C)nc3n2)cc1
    3% | -2% | 1% | -2% | 2% | 7% | -3% | 1%
2	Cc1nn(-c2ccccc2)c(C)c1/C=C1\C(=O)N(C)C(=S)N1C
    0% | 0% | 2% | 0% | 2% | -1% | -6% | -4%
3	COCCN(Cc1cc2cc(C)ccc2nc1Cl)C(=O)Nc1ccccc1OC
    -1% | -2% | 1% | -1% | 5% | -2% | -18% | -4%
4	CCOC(=O)c1c(C)[nH]c(C)c1S(=O)(=O)NCC(=O)N1CCN(c2cccc(C)c2)C(C)C1 (stereo unspecified)
    -7% | -7% | / | -1% | / | -15% | / | -1%
5	CCN1CC(CNCc2cn(-c3ccc(OC)cc3)nc2-c2ccccc2Cl)CC1=O (stereo unspecified)
    -4% | -4% | -2% | -2% | -3% | 0% | -6% | 2%
6	N/C(=N\OC(=O)Cc1cccs1)c1ccc(Cl)cc1
    -1% | / | -10% | -3% | / | -6% | / | 1%
7	C=CCNC(=O)C(=O)NCC1CCCN1CC (stereo unspecified)
    2% | -4% | -15% | -1% | 2% | -6% | 0% | -8%
8	N#Cc1c(-c2ccccc2)c(-c2ccccc2)nn(CC(=O)NNC(=O)Nc2ccccc2)c1=O
    4% | -23% | -16% | 1% | 6% | ? | -22% | 10%
9	Cc1cc(NCCCn2ccnc2)n2ncc(-c3ccccc3)c2n1
    9% | ? | 6% | -2% | -10% | -27% | -2% | 4%
10	CC1(C)Cc2c(C#N)c(NCCN3CCOCC3)nc(-c3ccccc3)c2CO1
    1% | 7% | 3% | 0% | / | 12% | 9% | 9%
11	COc1ccc(CCNC(=O)C(=O)NCC(c2cccs2)S(=O)(=O)c2cccs2)cc1 (stereo unspecified)
    -2% | -3% | / | -1% | / | -17% | / | -17%
12	CNC(=O)c1ccc(Oc2ccc(C(=O)NC)cc2)cc1
    -4% | -15% | -13% | 2% | -12% | -7% | -9% | -7%
13	CCn1c(C)nc2cc(S(=O)(=O)C(F)(F)C(F)C(F)(F)F)ccc21 (stereo unspecified)
    -2% | -3% | -7% | -10% | -1% | -5% | 16% | -1%
14	O=C(Nc1nnc(COc2ccccc2)s1)Nc1ccccc1F
    -4% | / | -3% | -2% | / | -11% | / | ?
15	Cc1c(C(=O)Nc2ccc(Br)cc2F)oc2ccc(S(=O)(=O)N3CCCCC3)cc12
    2% | -5% | / | -1% | / | -12% | / | -10%

By substructure: those above containing a halogen.
Every second line gives: TRb-SRC2 inh | Tau ThT inhib | GLA spleen mod | TexasRed fluor | ALDH1A1 inh | Tau fluor cs | L3MBTL1 block | Tau FP inhib
3	COCCN(Cc1cc2cc(C)ccc2nc1Cl)C(=O)Nc1ccccc1OC
    -1% | -2% | 1% | -1% | 5% | -2% | -18% | -4%
5	CCN1CC(CNCc2cn(-c3ccc(OC)cc3)nc2-c2ccccc2Cl)CC1=O (stereo unspecified)
    -4% | -4% | -2% | -2% | -3% | 0% | -6% | 2%
6	N/C(=N\OC(=O)Cc1cccs1)c1ccc(Cl)cc1
    -1% | / | -10% | -3% | / | -6% | / | 1%
13	CCn1c(C)nc2cc(S(=O)(=O)C(F)(F)C(F)C(F)(F)F)ccc21 (stereo unspecified)
    -2% | -3% | -7% | -10% | -1% | -5% | 16% | -1%
14	O=C(Nc1nnc(COc2ccccc2)s1)Nc1ccccc1F
    -4% | / | -3% | -2% | / | -11% | / | ?
15	Cc1c(C(=O)Nc2ccc(Br)cc2F)oc2ccc(S(=O)(=O)N3CCCCC3)cc12
    2% | -5% | / | -1% | / | -12% | / | -10%

Complete entries from above:
`C=CCNC(=O)C(=O)NCC1CCCN1CC` (stereo unspecified) reads TRb-SRC2 inh = 2%; Tau ThT inhib = -4%; GLA spleen mod = -15%; TexasRed fluor = -1%; ALDH1A1 inh = 2%; Tau fluor cs = -6%; L3MBTL1 block = 0%; Tau FP inhib = -8%
`N#Cc1c(-c2ccccc2)c(-c2ccccc2)nn(CC(=O)NNC(=O)Nc2ccccc2)c1=O` reads TRb-SRC2 inh = 4%; Tau ThT inhib = -23%; GLA spleen mod = -16%; TexasRed fluor = 1%; ALDH1A1 inh = 6%; Tau fluor cs = ?; L3MBTL1 block = -22%; Tau FP inhib = 10%
`CCn1c(C)nc2cc(S(=O)(=O)C(F)(F)C(F)C(F)(F)F)ccc21` (stereo unspecified) reads TRb-SRC2 inh = -2%; Tau ThT inhib = -3%; GLA spleen mod = -7%; TexasRed fluor = -10%; ALDH1A1 inh = -1%; Tau fluor cs = -5%; L3MBTL1 block = 16%; Tau FP inhib = -1%

(listing goes on)
Every second line gives: TRb-SRC2 inh | Tau ThT inhib | GLA spleen mod | TexasRed fluor | ALDH1A1 inh | Tau fluor cs | L3MBTL1 block | Tau FP inhib
16	CS(=O)(=O)c1ccc(C(=O)OCc2nnc(-c3ccccc3)o2)cc1[N+](=O)[O-]
    -8% | ? | 3% | -6% | 0% | ? | -7% | 1%
17	CN1CCN(CCNC(=O)c2cnn(-c3ccc(F)cc3)c2C2CCN(C(=O)OC(C)(C)C)CC2)CC1
    -2% | -3% | / | 1% | / | -3% | / | 3%
18	Cc1ccc(NC(=O)CN2C(=O)C(C)Oc3ccccc32)nc1 (stereo unspecified)
    2% | -8% | -1% | -3% | 8% | -2% | -1% | 0%
19	Cc1c(NC(=O)CN2CCN(c3cccc(Cl)c3)CC2)c(=O)n(-c2ccccc2)n1C
    -2% | 1% | 0% | -1% | -1% | 5% | 17% | 9%
20	S=c1[nH]nc(-c2ccco2)n1/N=C/c1ccccc1
    -3% | ? | -15% | -3% | / | -24% | -13% | -5%
21	Cc1cc(C)c(O)c(C2(O)C(=O)c3ccccc3C2=O)c1
    7% | -4% | -9% | 4% | ? | -6% | ? | 4%
22	Cn1nccc1C(=O)N1CCN(c2ccc(F)cc2)CC1
    -5% | -8% | 6% | -2% | 0% | -12% | -20% | -13%
23	O=C(CS(=O)Cc1ccccc1Cl)Nc1ccccc1Cl (stereo unspecified)
    -1% | -4% | 3% | -3% | 4% | -3% | 6% | 1%
24	CCOC(=O)c1cnc2nc(C(F)(F)F)[nH]n2c1=O
    1% | 1% | 8% | 3% | -8% | 1% | / | 5%
25	CC(=O)Nc1ccccc1C(=O)N1CC2(C)CC1CC(C)(C)C2 (stereo unspecified)
    -7% | -6% | 6% | -5% | -1% | 0% | / | 2%
26	CC(C)OC(=O)NS(=O)(=O)c1cccc([N+](=O)[O-])c1
    -2% | 5% | 3% | -1% | 9% | 2% | / | 3%
27	CCn1c(SCC(=O)Nc2nc(C)c(C)s2)nnc1-c1cccs1
    -6% | -14% | -6% | -1% | -8% | -4% | -7% | -3%
28	COc1ccc(C(=O)Nc2cc(OCc3ccccc3)c(Cl)cc2Cl)cc1
    -4% | 2% | -2% | -1% | ? | -11% | 8% | -5%
29	Cc1ccc(NC(=O)C(C)NS(=O)(=O)c2ccc(F)cc2)cc1C (stereo unspecified)
    9% | 5% | -6% | 0% | 4% | 1% | 7% | -4%
30	CC(=O)c1cc(C#N)c(N2CC(C)OC(C)C2)nc1C (stereo unspecified)
    -5% | 1% | -3% | -1% | -6% | -1% | -5% | 0%
31	CCC1=NC(c2ccccc2OC)N(O)C1(C)C (stereo unspecified)
    -2% | 3% | -1% | 3% | ? | 3% | 0% | -3%
